3CLpro inhibitor – SARS-CoV 3CLpro protease inhibitors, primary screen, biochemical, quenched FRET. Replicase polyprotein 1ab (Severe acute respiratory syndrome coronavirus), P0C6X7. recombinant SARS-CoV 3CLpro, quenched FRET peptide cleavage. inhibition, % at 6 µM. 0.14% of 290,000 active; in the data active = inhibition above about 12%
DUSP3 inh – VHR1 phosphatase inhibitors, primary screen, biochemical, absorbance, uHTS. Dual specificity protein phosphatase 3 (Homo sapiens), P51452. recombinant VHR phosphatase, pNPP absorbance. inhibition, % at 13.3 µM. 0.52% of 290,000 active. AID 1654, 2009; in the data active = inhibition above about 50%; note: some compounds called inactive have numbers as strong as hits
Mtb BioA inh – M. tuberculosis BioA enzyme inhibitors, primary screen, biochemical, plate reader, single point, HTS; 0.096% of 360,000 active; inhibition, % at 9.99 µM; 7,8-diaminopelargonic acid synthase BioA (Mycobacterium tuberculosis); purified M. tuberculosis BioA enzyme; AID 602481, 2012; in the data active = inhibition above about 40%
FBA Mtb inh – Mtb FBA enzyme inhibitors, primary screen, biochemical, fluorescence, strain H37Rv. inhibition, % at 1 µM. 2.3% of 360,000 active. purified M. tuberculosis FBA, fluorescence read-out; in the data active = inhibition above about 27%;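 note: 0% = vehicle and 100% = reference inhibitor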
Rv3671c inh – Rv3671c serine protease inhibitors, primary screen, biochemical, fluorescence polarization, M. tuberculosis H37Rv; P9WHR9; inhibition, % at 5.96 µM; 0.048% of 320,000 active; in the data active = inhibition above about 38%;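 note: extracellular domain of Rv3671c used as enzyme; 0% = enzyme with DMSO and 100% = no enzyme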
Target sequence (P9WHR9 whole entry, looked up, the tested form may be a part): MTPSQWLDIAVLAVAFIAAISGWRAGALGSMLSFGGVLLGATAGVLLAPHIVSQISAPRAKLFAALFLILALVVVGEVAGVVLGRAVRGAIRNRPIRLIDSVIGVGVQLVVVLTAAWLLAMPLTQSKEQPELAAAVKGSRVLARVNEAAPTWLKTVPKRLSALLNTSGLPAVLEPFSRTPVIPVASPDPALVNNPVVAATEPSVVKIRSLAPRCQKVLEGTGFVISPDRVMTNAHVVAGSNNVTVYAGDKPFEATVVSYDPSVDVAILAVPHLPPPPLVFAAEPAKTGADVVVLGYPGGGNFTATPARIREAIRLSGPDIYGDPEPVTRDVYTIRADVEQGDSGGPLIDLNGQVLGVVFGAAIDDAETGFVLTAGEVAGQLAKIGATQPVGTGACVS
PriA SSB inh – inhibitors of Klebsiella pneumoniae PriA binding to SSB C-terminal tail, primary screen, biochemical, AlphaScreen; 0.6% of 430,000 active; PriA–SSB C-terminal tail interaction (Klebsiella pneumoniae); AlphaScreen SSBct-PriA binding, biotinylated peptide; inhibition, % at 33 µM; AID 1272365, 2023; in the data active = inhibition mostly above about 37%, no sharp cut-off; inactive = mostly below about 20%;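 note: plate controls were negative control peptide for no effect and reference peptide for full effect; strong numbers were not always called active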
GDH-TPI counter – GDH-TPI coupling enzyme inhibitors, primary screen, artefact control for M. tuberculosis FBA inhibitor project, biochemical, absorbance, full deck; GDH-TPI coupled enzyme counterscreen, NADH absorbance; inhibition, % at 4.8 µM; 1.2% of 360,000 active; AID 588335, 2011; in the data active = inhibition above about 30%;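 note: 0% = DMSO wells and 100% = wells lacking the enzyme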
Mtb UGM inh – M. tuberculosis UGM enzyme inhibitors, primary screen, biochemical, fluorescence polarization, single point. inhibition, % at 10 µM. 0.06% of 320,000 active. UDP-galactopyranose mutase (Mycobacterium tuberculosis (strain ATCC 25618 / H37Rv)), …. purified UGM, fluorescence polarization probe displacement; in the data active = inhibition above about 10%, passing the limit was not always enough
Target sequence (P9WIQ1 whole entry, looked up): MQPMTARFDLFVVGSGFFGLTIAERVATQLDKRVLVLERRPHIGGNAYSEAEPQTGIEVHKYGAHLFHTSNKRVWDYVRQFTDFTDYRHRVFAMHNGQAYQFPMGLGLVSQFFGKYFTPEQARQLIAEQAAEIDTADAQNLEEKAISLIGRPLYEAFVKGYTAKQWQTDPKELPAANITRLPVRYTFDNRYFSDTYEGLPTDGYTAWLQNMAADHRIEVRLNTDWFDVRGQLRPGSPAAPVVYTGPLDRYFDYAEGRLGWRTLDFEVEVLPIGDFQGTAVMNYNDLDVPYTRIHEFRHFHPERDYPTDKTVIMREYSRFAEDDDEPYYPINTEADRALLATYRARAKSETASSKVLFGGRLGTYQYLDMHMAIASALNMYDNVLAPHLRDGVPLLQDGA
MazF activator – activators of E. coli MazEF toxin-antitoxin RNase, primary screen, biochemical, fluorescence, uHTS. AID 504720, 2011. Endoribonuclease toxin MazF (Escherichia coli (strain K12)), P0AE70. 0.32% of 350,000 active. activation, % at 20 µM. FAM/BHQ RNA-DNA oligo cleavage fluorescence, 5 h; in the data active = activation above about 50%
Target sequence (P0AE70 whole entry, looked up): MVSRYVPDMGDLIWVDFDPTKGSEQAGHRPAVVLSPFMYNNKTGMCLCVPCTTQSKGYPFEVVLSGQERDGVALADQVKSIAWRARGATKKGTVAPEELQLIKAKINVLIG
Vc quorum ag – inducers of Vibrio cholerae quorum light production without autoinducers, primary screen, BH1578 luxS cqsA deficient, single point; V. cholerae BH1578 lux reporter, luminescence, 6 h; activation, % at 18.7 µM; 0.16% of 350,000 active; AID 588436, 2011; in the data active = activation mostly above about 9.7%, no sharp cut-off; note: not every result past the cut was called active; inactives centre near 0; reference of the scale not given here
An asterisk follows results filed as active; i = inactive; . = not tested or not shown; & = joins results of further samples. This is a subset (hit frequency here may not be typical).

SMILES	3CLpro inhibitor	DUSP3 inh	Mtb BioA inh	FBA Mtb inh	Rv3671c inh	PriA SSB inh	GDH-TPI counter	Mtb UGM inh	MazF activator	Vc quorum ag
CC(C)c1ccc(N=C(N)N=C(N)N)cc1	5	24	.	-2	-7	-5	1	-1.2	4	-0.3
Cc1[nH]c2ccc(C(=O)N3CCCCC3)cc2c1C	2	12	-1.5	3	0	6	-3	0.9	9	i
CCn1cc(C(=O)NCCCN2CCC(C)CC2)c(=O)c2cc(S(=O)(=O)N3CCCC3)ccc21	-2	2	2.4	2	6	-8	17	1.6	1	-0.3
O=C(NCCc1ccc(Cl)cc1)c1cccs1	-2	-7	0.6	2	-1	1	-10	1.2	-18	2.2
Cc1ccc(NC(=O)c2cnc(SCC(=O)NCC3CCCO3)n(C)c2=O)cc1 (centres undefined)	.	.	-0.7	3	0	-5	33*	-0.5	-3	-0.7
COc1ccc(C(=O)c2ccc3oc(-c4ccc(OC)cc4)c(-c4ccc(O)cc4)c3c2)cc1	.	.	-1.1	2	-2	-15	3	-0.2	-5	0.4
COc1ccccc1NC(=O)C1=C(C)Nc2nc(-c3ccc(N(C)C)cc3)nn2C1c1ccncc1 (centres undefined)	1	7	.	-7	6	5	4	-0.2	3	-0.2
COc1ccccc1C(=O)NCCOc1ccc(C)c(C)c1	-2	5	2.0	2	.	-19	8	0.9	8	0.8
Cc1ccc(C)c(S(=O)(=O)N2CCN(CC(=O)NC(=O)NCc3ccccc3)CC2)c1	3	2	.	1	-3	8	-5	2.0	-6	-0.3
O=C1C2CC=C(Cl)CC2C(=O)N1CCC[n+]1ccccc1 (centres undefined)	0	10	-1.0	-2	-2	-24	-11	-3.4	-7	-1.4
O=C(NCCN1CCOCC1)c1cc(-c2ccc(F)cc2)on1	2	19	.	0	-1	-19	8	-1.2	5	0.5
Cc1ccc(-c2cc(-c3ccccc3)cc(-c3ccccc3)[n+]2-c2ccc(C(=O)O)cc2)cc1	.	.	3.8	29*	7	1	26	-1.4	7	-1.3
CSc1ccc(NC(=O)/C=C/C(=O)O)cc1	2	6	1.7	7	8	-1	25	-5.1	4	-0.2
CCc1nnc(NC(=O)c2ccc(C)o2)s1	-1	8	-1.1	4	8	-1	-1	1.1	4	-1.9
CC1CN(C(=O)COC(=O)c2ccc(NC(=O)CC#N)cc2)CC(C)O1 (centres undefined)	2	32	.	3	-4	2	-1	0.5	5	0.1
CN1CCN(S(=O)(=O)c2ccc(NC(=S)NC(=O)c3ccc(Cl)cc3)cc2)CC1	-4	8	.	1	.	-1	5	.	3	i
CCOC(=O)C1=C(N)OC2=C(C(=O)CC(C)(C)C2)C1C1CCCCC1 (centres undefined)	1	-7	0.8	-1	-2	-14&-4	-3	1.6	3	-1.1
O=C(CNC(=O)N1CC(=O)Nc2ccccc21)Nc1cc(Cl)ccc1Cl	0	-2	-5.6	1	-7	-14	-2	0.6	-1	-0.2
COc1ccc(C(=O)Nc2ccccc2C(=O)O)cc1NC(=O)C(c1ccccc1)c1ccccc1	7	13	.	0	-54	-2	3	3.9	5	-0.3
Cc1ccc(Cl)cc1N1CCN(C(=O)C2(S(=O)(=O)c3ccc(Cl)cc3)CC2)CC1	5	9	-0.7	1	5	-7	-1	1.5	5	-0.4
Cc1nn(-c2ccccc2)c(N2CCCC2)c1/C=N/NC(=O)c1cc(-c2cccs2)nc2ccccc12	-2	26	.	14	-16	.	13	-0.4	7	0.4
Nc1ncnc2c1ccn2[C@@H]1O[C@H](CO)[C@@H](O)[C@H]1O	.	.	0.2	1	-8	-3	4	4.0	-1	-0.4
CC(C)[C@H](NC(=O)c1ccc(Cl)c([N+](=O)[O-])c1)C(=O)NCc1ccc(Cl)cc1Cl	0	-6	4.2	0	2	-6	2	0.8	-3	i
CC(C)C1Oc2ccccc2N(CC(=O)NC2CCCCC2)C1=O (centres undefined)	-3	-15	-1.6	4	7	-15	-3	1.1	0	i
O=C(O)COc1ccc(Br)cc1CP(=O)(c1ccccc1)c1ccccc1	-4	12	.	0	8	-3	11	-2.4	6	0.1
CC(=O)N(Cc1cccnc1)c1cccc(-c2nc3ccccc3s2)c1	2	20	12	3	2	1	5	-2.0	-1	-1.4
COc1ccc(C(=O)NC(=S)Nc2ccc(N3CCOCC3)cc2)cc1Cl	5	-3	.	0	3	33	1	-0.9	14	-0.7
CCn1cc(C(=O)O)c(=O)c2cc(F)c(N3CCN(S(=O)(=O)c4ccc(NC(C)=O)cc4)CC3)cc21	1	10	.	50*	7	-6	12	0.0	8	-0.6
C[C@@H](C(=O)Nc1nc(-c2ccccn2)cs1)N1C(=O)C2CCCCC2C1=O (some centres undefined)	5	-2	0.1	-1	-7	81*	3	1.1	-5	-0.9
COc1ccc(NC(=O)c2cc(-c3cc(F)ccc3OC)n[nH]2)c(OC)c1	.	.	-0.3	-2	.	.	11	.	.	-0.4

A run of entries taken from the entries so far, as a working copy:
SMILES	3CLpro inhibitor	DUSP3 inh	Mtb BioA inh	FBA Mtb inh	Rv3671c inh	PriA SSB inh	GDH-TPI counter	Mtb UGM inh	MazF activator	Vc quorum ag
Cc1[nH]c2ccc(C(=O)N3CCCCC3)cc2c1C	2	12	-1.5	3	0	6	-3	0.9	9	i
CCn1cc(C(=O)NCCCN2CCC(C)CC2)c(=O)c2cc(S(=O)(=O)N3CCCC3)ccc21	-2	2	2.4	2	6	-8	17	1.6	1	-0.3
O=C(NCCc1ccc(Cl)cc1)c1cccs1	-2	-7	0.6	2	-1	1	-10	1.2	-18	2.2

The main list resumes with the three entries that preceded the break.
SMILES	3CLpro inhibitor	DUSP3 inh	Mtb BioA inh	FBA Mtb inh	Rv3671c inh	PriA SSB inh	GDH-TPI counter	Mtb UGM inh	MazF activator	Vc quorum ag
CCn1cc(C(=O)O)c(=O)c2cc(F)c(N3CCN(S(=O)(=O)c4ccc(NC(C)=O)cc4)CC3)cc21	1	10	.	50*	7	-6	12	0.0	8	-0.6
C[C@@H](C(=O)Nc1nc(-c2ccccn2)cs1)N1C(=O)C2CCCCC2C1=O (some centres undefined)	5	-2	0.1	-1	-7	81*	3	1.1	-5	-0.9
COc1ccc(NC(=O)c2cc(-c3cc(F)ccc3OC)n[nH]2)c(OC)c1	.	.	-0.3	-2	.	.	11	.	.	-0.4
COCCNC(=S)N1CCCC(CO)C1 (centres undefined)	3	-15	-1.4	-4	2	-6	-4	-1.3	-3	i
CCN(CC)CCn1c(NCc2ccc(OC)cc2)nc2ccccc21	0	12	-0.2	-1	-4	-8	10	-3.1	-9	-3.7
CCC(=O)NC(=S)Nc1ccc(NC(=O)c2ccccc2[N+](=O)[O-])cc1	-1	5	8.9	2	-4	15	0	1.2	-3	-4.1
Cn1ccn(CCCCCCn2ccn(C)c2=S)c1=S	.	.	2.4	1	.	.	11	.	2	-0.6
O=C(Nc1ccc2c(c1)OCO2)[C@@H]1CCCN1S(=O)(=O)c1cccc2cccnc12	.	.	-1.7	2	-1	-19	8	-0.2	5	i
CC(=O)Nc1ccc(S(=O)(=O)N(C)c2ccccc2)cc1	3	0	0.7	5	5	-7	-6	-0.1	2	i
Cc1nn(-c2ccccc2)c(N)c1C(c1ccccc1)c1c(C)nn(-c2ccccc2)c1N	14*	8	.	1	-6	6	7	1.0	-3	-0.1
O=S(=O)(c1c(F)cccc1F)N1CCCC2CCCCC21 (centres undefined)	.	.	-0.5	-3	-2	-42	-3	1.9	0	1.3
CN(C)c1ccc(CN(C(=O)c2cc3ccccc3oc2=O)C2CCS(=O)(=O)C2)cc1 (centres undefined)	1	1	1.7	2	6	0	17	-0.2	1	-0.4
NC(=O)[C@@H]1CCCN1Cc1nc(-c2cccs2)no1	2	5	.	0	4	-5	3	-0.9	20	i
CC(=O)Nc1ccc(S(=O)(=O)N2CCN(C(=O)C3COc4ccccc4O3)CC2)cc1 (centres undefined)	1	16	1.6	4	-5	-1	-1	-2.6	2	0.0
CCCn1c(O)c(N=NC(=O)CNC(=O)c2cccnc2)c2ccccc21	-4	-4	13	-4	1	5	6	-3.2	7	-0.1
CN(CCOc1ccccc1)c1ccc(S(=O)(=O)N2CCCCC2)cn1	7	38	-1.0	3	3	-9	10	0.8	3	i
CC(=O)N(CCc1ccccc1C)Cc1cc2ccc(C)cc2[nH]c1=O	-2	.	-1.5	3	0	-6	17	2.3	-4	i
Cn1c(=NC(=O)C2=NNC(=O)CC2)sc2ccccc21	2	22	.	-1	6	-15	13	0.4	9	-0.7
CN(CC(=O)NCc1ccccc1)Cc1ccc(Cl)cc1	6	-3	1.8	1	0	-4	3	2.8	-2	i
CC(=O)c1ccc(N2CCN(C(=O)c3ccc(Cl)c(NC4=NC5CS(=O)(=O)CC5S4)c3)CC2)cc1 (centres undefined)	-5	18	2.6	1	-2	0	42*	1.0	4	-0.3
CC(NC(=O)c1ccco1)C(c1cccs1)N1CCN(c2ccccc2)CC1 (centres undefined)	3	-2	-0.8	-1	2	-2	-7	1.8	4	-0.2
Cc1ccccc1CSCCNC(=O)Nc1ccccc1	6	11	.	4	-2	-20	3	-1.8	-8	i
O=C(COC(=O)c1ccccc1C(=O)N1CCN(c2ccccc2)CC1)Nc1ccc(F)cc1	-1	2	-0.4	1	1	-8	1	-2.6	18	.
O=c1cc(Cc2nnc(SCc3ccccc3)n2-c2ccc(Cl)cc2)[nH]c(=O)[nH]1	-4	12	.	5	-11	0	0	1.6	-3	-1.0
CN(C)c1ccc(C=NNC(=O)c2cccnc2)cc1	.	.	.	1	.	-10	52*	.	3	i
CN(C)S(=O)(=O)c1ccc2c(c1)Cc1cc(S(=O)(=O)N(C)C)ccc1-2	0	-9	-1.8	3	-3	-1	0	-1.7	1	i
O=C(Nc1ccc2c3c(cccc13)CC2)c1ccc(Br)o1	-1	8	3.7	1	-3	3	12	-0.5	0	i
O=C(O)c1ccc(-c2nc(-c3ccccc3)c(-c3cccs3)[nH]2)cc1	3	-7	.	47*	7	3	-3	-4.4	14	i
CCOc1ccc(NC(=O)C(NC(=O)C2CCC(C)CC2)C(C)C)cc1 (centres undefined)	-2	21	0.3	3	-2	4	-6	4.5	-9	i
COc1ccccc1-c1nnc2sc(C3CCCCC3)nn12	1	-2	.	-1	4	-17	-5	-5.2	2	4.7
CCOc1ccc(NC(=O)CCc2c(C)noc2C)cc1OC	.	.	0.2	-1	4	-5	5	-1.5	4	-0.2
O=C(O)C1CCC(N2C(=O)C3C4CCC(C4)C3C2=O)CC1 (centres undefined)	3	17	.	-1	-8	5	-5	0.0	-1	-0.3
CCOC(=O)C1CCN(C(=O)C2(NC(=O)Nc3ccccc3C)CCCCC2)CC1	0	-8	-9.7	-2	4	7	5	-1.3	-7	-0.3
CC(Oc1cccc(Br)c1)C(=O)NNC(=O)CCS(=O)(=O)c1ccccc1 (centres undefined)	.	.	-0.5	0	-1	3	4	-0.6	1	0.4
CCN(CC)S(=O)(=O)c1ccc(N2CCOCC2)c(NC(=O)c2ccc3c(c2)OCCO3)c1	.	.	.	0	-8	-5	7	1.9	0	7.1
CCOC(=O)N1CCC(NC(=O)c2cnn3c(C(F)(F)F)cc(-c4cccc(OC)c4)nc23)CC1	.	17	.	.	-5	-8	.	0.3	1	.
